Bioassay records from PubChem.
ERp5 inh – inhibitors of human ERp5; AID 651711; inhibition, % at 9.99 µM; actives 0.05% (n = 350,000); ERp5 insulin aggregation, absorbance 650 nm, 90 min; Q15084;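 active means mean replicate inhibition above about 25%, with every replicate also reaching it, limit read from the data, passing the limit was not always enough; inconclusive means only one of those two criteria met; inactive means neither criterion met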
E-sel inducer – E-selectin induction on HUVECs | activation, % at 7.58 µM | actives 0.37% (n = 260,000) | HUVEC E-selectin immunofluorescence imaging; normalized: neutral wells 0, TNF-alpha wells 100 | AID 686992 | P16581;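 active means mean E-selectin-positive cell signal at least 10% of the positive control, reached in at least 60% of replicates, without over 20% cell loss; inconclusive means no rule given, readout overlaps actives, possibly toxicity-flagged; inactive means the rest, including those meeting only one limit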;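 further: in these data hits start at about 27%; measured in HUVEC primary endothelial cells; signal is the percent of cells scored E-selectin positive by PE staining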
Target sequence (P16581 whole entry, looked up): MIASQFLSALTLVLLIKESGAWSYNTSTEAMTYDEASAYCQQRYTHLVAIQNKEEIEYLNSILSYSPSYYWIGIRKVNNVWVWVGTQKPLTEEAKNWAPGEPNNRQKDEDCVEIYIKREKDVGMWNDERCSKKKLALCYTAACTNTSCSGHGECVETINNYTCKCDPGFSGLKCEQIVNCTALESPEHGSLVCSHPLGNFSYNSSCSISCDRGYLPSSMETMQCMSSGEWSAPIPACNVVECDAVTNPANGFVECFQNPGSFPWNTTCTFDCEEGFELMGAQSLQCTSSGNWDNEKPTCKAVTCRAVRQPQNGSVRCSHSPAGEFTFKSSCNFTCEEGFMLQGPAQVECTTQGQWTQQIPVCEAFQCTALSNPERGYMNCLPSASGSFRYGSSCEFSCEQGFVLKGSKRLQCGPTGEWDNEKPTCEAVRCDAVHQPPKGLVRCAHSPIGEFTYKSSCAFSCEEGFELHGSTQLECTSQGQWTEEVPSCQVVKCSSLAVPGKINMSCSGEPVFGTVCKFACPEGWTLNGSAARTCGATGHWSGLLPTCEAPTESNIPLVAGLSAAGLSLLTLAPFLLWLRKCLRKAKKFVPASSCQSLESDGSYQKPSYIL
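material = human umbilical vein endothelial cells (HUVEC), E-selectin induction | quantity = 3,000 cells/well | medium = EGM-2 growth medium on 0.1% gelatin-coated wells | technique = immunofluorescence imaging | read-out basis = % PE-positive cells | control set = TNF-alpha positive control, DMSO neutral control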
ERAP1 HTS inh – ERAP1 (human) enzyme inhibition; Q9NZ08; recombinant ERAP1, Leu-AMC fluorescence, 60 min; inhibition, % at 10.7 µM; actives 0.15% (n = 340,000); AID 652197;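 active means mean replicate inhibition of at least 30%, or all replicates individually reaching that 30% level; inactive means mean below 30% and not every replicate reaching it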;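 further: 0% = neutral control wells and 100% = L-leucinethiol positive control wells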
RAD54 branch – RAD54 (human) branch migration inhibition; actives 0.14% (n = 360,000); AID 602329; inhibition, % at 10.4 µM; RAD54 Holliday junction branch migration, FAM/BHQ fluorescence; Q92698;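 active means mean normalized replicate activity at least 40 and at least half of replicates scoring 40 or more; inconclusive means only one of the two criteria met; inactive means mean below 40 and under half of replicates reaching 40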;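 further: 0% = median of neutral control wells and 100% = median of positive control wells; inhibitors cause a drop in the FAM fluorescence signal; in these data hits start at about 50%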
S100A4 MyoIIA – S100A4-myosin IIA interaction inhibition. S100A4/TAMRA-MyoIIA peptide fluorescence polarization. actives 0.14% (n = 360,000). P26447. AID 652163. inhibition, % at 10.7 µM;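 active means mean inhibition of at least 70% across replicates, with every replicate also reaching that level; inconclusive means mean inhibition reaches 70% but some replicates fall short; inactive means mean inhibition below 70%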
Target sequence (P26447 whole entry, looked up): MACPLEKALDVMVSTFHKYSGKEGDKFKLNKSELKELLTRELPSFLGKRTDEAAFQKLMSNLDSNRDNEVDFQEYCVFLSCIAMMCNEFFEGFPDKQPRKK
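Material: S100A4 monomer (human). Medium: Calcium-containing HEPES buffer, pH 7.2. Probe or stimulus: labelled myosin peptide probe, 5 nM. Compound dosing: one concentration per compound. Timing: polarization read 5 min after assay mix addition, stable 5–60 min. Benchmarks: DMSO as neutral control, TFP as positive control.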
RAD52 inh – inhibitors of human RAD52 DNA annealing. P43351. recombinant RAD52 DNA annealing, FRET fluorescence. inhibition, % at 18.7 µM. actives 0.46% (n = 360,000). AID 651710;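 active means every replicate showing at least 50% inhibition; inconclusive means mean inhibition at least 50% but not in every replicate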
XiGFP reactiv – X-chromosome reactivation activator. XiGFP mouse fibroblasts, % GFP-positive cells imaging, 3 d; cells co-treated with 5-aza-dC sensitizer; scaled so ellipticine positive control = 100%. activation, % at 7.58 µM. actives 0.055% (n = 360,000). AID 743238;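 active means mean normalized replicate activation at least 10% and every replicate at or above 10%; inconclusive means only one of the two criteria met; inactive means mean below 10% and not all replicates reach 10%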;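 further: 0% = median of on-plate neutral control wells and 100% = ellipticine 6 µM median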
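Material: XiGFP fibroblasts, SV40-immortalized. Buffer or medium: DMEM plus 5-aza-dC sensitizer. Compound: single concentration per compound, delivered by pin transfer. Times: 3 days compound exposure. Controls: ellipticine 6 µM.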
esBAF inh – blocks esBAF chromatin remodeling in mouse ES cells; Bmi1-luciferase knock-in reporter, 24 h; 100% = twice the neutral-well signal; reporter increase, % at 12.5 µM; actives 2% (n = 350,000); AID 602393; in the data active means activation above about 40%; inconclusive means no clear call, values can overlap the other calls;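 further: 0% = median of the plate's neutral control wells and 100% = double that signal; a rise in the Bmi1 reporter signal indicates esBAF inhibition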
An asterisk follows results filed as active; ? = inconclusive; · = not tested or not shown; & = joins results of further samples.

smiles | ERp5 inh | E-sel inducer | ERAP1 HTS inh | RAD54 branch | S100A4 MyoIIA | RAD52 inh | XiGFP reactiv | esBAF inh
COc1ccc(C(=O)NCC(=O)OCc2c(Cl)cccc2Cl)cc1OC | 2 | · | 1 | -1 | -4 | -12 | 0.1 | 4
COC(=O)C1(C(=O)OC)C/C=C\CN(S(=O)(=O)c2ccccc2[N+](=O)[O-])CCC1 | -1 | · | -3 | · | -3 | -5 | 0.1 | ·
C[C@H](CO)N1C[C@H](C)[C@@H](CN(C)C(=O)Nc2ccccc2)Oc2c(NC(=O)Nc3ccc4c(c3)OCO4)cccc2C1=O | -4 | -0.2&0.8 | -7 | -8&-5 | 0 | -12 | -1.2&0.0 | 7&9
Cn1cnc2ncnn2c1=S | 3 | 0.6 | -3 | 14 | 0 | -2 | -0.1 | -9
COc1ccc(NC2c3ncccc3C(=O)N2Cc2cccs2)cc1 (centres undefined) | 3 | 0.1 | 0 | · | -6 | -58 | 0.1 | ·
CC(C)CC#Cc1cnc2c(c1)C(=O)N([C@H](C)CO)C[C@H](C)[C@@H](CN(C)C(=O)C1CCOCC1)O2 | 9 | -0.2 | -1 | 0 | -2 | -6 | -1.2 | -1
C[C@H](CO)N1C[C@H](C)[C@H](CN(C)CC2CC2)Oc2cc(-c3cccc(C#N)c3)ccc2S1(=O)=O | 4 | 0.0 | 1 | 11 | -5 | -13 | 0.2 | 0
COc1ccc(NC(=O)CCS(=O)(=O)c2ccc3c(c2)CCN3C(C)=O)cc1 | -1 | · | 4 | 11 | -1 | 6 | 0.0 | -3

(further entries)
smiles | ERp5 inh | E-sel inducer | ERAP1 HTS inh | RAD54 branch | S100A4 MyoIIA | RAD52 inh | XiGFP reactiv | esBAF inh
NC(=O)c1cc(Br)cc(C2CCCCC2)c1O | -6 | 0.5 | -4 | 6 | -1 | -8 | 0.0 | -3
CS(=O)(=O)Nc1ccc2c(c1)[C@@H]1C[C@@H](CC(=O)NCc3ccc(Cl)cc3)O[C@H](CO)[C@@H]1O2 | 1 | 0.1 | 1 | 5 | 4 | -13 | 0.5 | -2
C[C@@H]1CN([C@H](C)CO)C(=O)c2cccc(N(C)C)c2O[C@H]1CN(C)CC1CC1 | -1 | 0.1 | -4 | -3 | -4 | -5 | 0.5 | 2
CCC(=O)N1c2ccc(S(=O)(=O)NCCc3ccc(OC)c(OC)c3)cc2CC1C (centres undefined) | 6 | · | 3 | 13 | 0 | -2 | -0.1 | 5
Cc1cccc(C(=O)NCCC(=O)N2CCc3ccccc3C2)c1 | 2 | · | -2 | -5 | 0 | -18 | -0.4 | -3
COC(=O)C1=C(C)N(Cc2ccccc2C(F)(F)F)C(=NCc2cc(OC)c(OC)c(OC)c2)NC1c1ccccc1 (centres undefined) | 5 | 0.8 | 3 | · | -7 | 31 | 0.4 | ·
O=C(Nc1ccc(Nc2ccncc2)cc1)c1ccc(Nc2ccnc3ccc([N+](=O)[O-])cc23)cc1 | -7 | 0.0 | -3 | 128* | -21 | 94* | 0.1 | 0
CN(CC(=O)Nc1ccc(Cl)c(Cl)c1)C(=O)CNC(=O)Cc1ccccc1 | -1 | -0.8 | -6 | · | -1 | -6 | -0.1 | -3

New compounds follow
smiles | ERp5 inh | E-sel inducer | ERAP1 HTS inh | RAD54 branch | S100A4 MyoIIA | RAD52 inh | XiGFP reactiv | esBAF inh
Cc1nnc(SC(C)C(=O)N(C)C2CCCCC2)n1N (centres undefined) | -9 | · | 3 | -2 | 2 | -4 | 0.0 | 4
CO[C@@H]1CN(C)C(=O)c2ccc(NS(=O)(=O)c3ccc(F)cc3)cc2OC[C@@H](C)N(C)C[C@H]1C | -4 | -0.1 | 2 | -4 | -1 | -5 | 0.1 | 1
CCc1nnc(NC(=O)CSC(=S)N2CCOCC2)s1 | -3 | 0.1 | 0 | -2 | -4 | -11 | 0.1 | 0
CN1C(=O)c2cc(NC(=O)C3CCOCC3)ccc2OC[C@@H]2O[C@H](CC(=O)NCc3ccccc3F)CC[C@H]21 | -1 | 100* | 1 | -10 | 4 | -6 | 0.0 | 5
CCCC#Cc1ccc([C@H]2[C@@H](CO)N(C(C)=O)[C@H]2CNC(=O)C2CCC2)cc1 | -3 | 0.1 | 0 | · | -27 | -25 | 0.2 | ·
CC(CCC(=O)Nc1nncs1)C(=O)O (centres undefined) | -2 | 0.1 | -1 | -10 | 11 | -8 | -0.2 | -3
Nc1ccc(C(=O)OCC(=O)N2CCN(C(=O)c3ccco3)CC2)cc1[N+](=O)[O-] | 0 | · | 3 | -5 | 4 | -2 | 0.2 | ·
Cc1ccc2oc(=O)ccc2c1 | 2 | · | 4 | 0 | -3 | -11 | · | 5

(cont.)
smiles | ERp5 inh | E-sel inducer | ERAP1 HTS inh | RAD54 branch | S100A4 MyoIIA | RAD52 inh | XiGFP reactiv | esBAF inh
COc1ccc(C(=O)NNC(=S)NC(=O)c2ccc(Cl)cc2)cc1 | -1 | -0.3 | 3 | · | -1 | -12 | -0.2 | ·
CCc1ccc(NC(=O)NCCN2CCN(c3ccc(OC)cc3)CC2)cc1 | 2 | 0.7 | -1 | -3 | 0 | 0 | 0.0 | -2
Cn1ccsc1=NC(=O)c1ccc(OC(F)(F)F)cc1 | -4 | 1.2 | -1 | -16 | -16 | -210 | 0.0 | ?
COc1ccc(C)cc1N(CC(=O)NC1CCCC1)C(=O)CCC(=O)Nc1nc(C)cs1 | 3 | · | 0 | -1 | 0 | -5 | -0.1 | 8
Oc1ccc(-c2nncn2-c2ccccc2)cc1 | -5 | · | -1 | · | 5 | 4 | 0.0 | ·
C[C@H](CO)N1C[C@H](C)[C@H](CN(C)Cc2ccc(Oc3ccccc3)cc2)OCc2ccccc2-c2ccccc2C1=O | -7 | -0.3 | -6 | · | 5 | 17 | -0.1 | ·
CCCc1nc2c(C)cc(Br)cn2c1Cc1ccc(C)cc1 | 6 | 0.1 | 1 | 5 | -1 | -33 | -0.1 | 23
CCOC(=O)N1CCC(NS(=O)(=O)c2ccc(C#N)cc2)CC1 | 2 | 0.0 | · | -2 | 4 | -4 | 0.0 | ·

Next part
smiles | ERp5 inh | E-sel inducer | ERAP1 HTS inh | RAD54 branch | S100A4 MyoIIA | RAD52 inh | XiGFP reactiv | esBAF inh
Cc1nn(CC#N)c(=O)n1-c1ccc(C(C)C)cc1 | 1 | 2.0 | -1 | 3 | -1 | -22 | 0.0 | -9
CCCC(=O)NCCCc1nc2ccccc2n1CC | -4 | · | 2 | -7 | -3 | -7 | 0.0 | -5
CCN(CC)S(=O)(=O)c1ccc(N2CCCCC2)c(NC(=O)c2ccncc2)c1 | 10 | 0.1 | -4 | 6 | -5 | 6 | -0.2 | 4
C[C@H]1CN([C@@H](C)CO)C(=O)c2cc(NC(=O)c3ccncc3)ccc2O[C@@H]1CN(C)S(=O)(=O)c1cccs1 | 3 | 0.3 | 2 | -1 | -53 | -4 | -0.6 | -2
CCOC(=O)[C@H]1[C@H]2COc3ccc(C)cc3[C@@H]2N2C(=O)[C@@H](CO)NC(=O)[C@@]12C | 3 | -0.2 | · | 5 | -6 | -14 | 0.3 | -3
CC(C(=O)N1CCCC1)N1CCN(S(=O)(=O)c2ccc(C(C)(C)C)cc2)CC1 (centres undefined) | -3 | · | 1 | -9 | -3 | -5 | 0.1 | 11
COC(=O)c1ccc2nc(-c3ccccc3)c(Cc3cccc(F)c3)n2c1 | 7 | 0.0 | -1 | · | 2 | -104 | -0.1 | ·
COc1cccc(OC)c1OCCN1CCC(C(=O)NC(c2ccc3c(c2)OCO3)c2ccccn2)CC1 (centres undefined) | -4 | -0.1 | 2 | 1 | -1 | -18 | -0.2 | -1

Next entries.
smiles | ERp5 inh | E-sel inducer | ERAP1 HTS inh | RAD54 branch | S100A4 MyoIIA | RAD52 inh | XiGFP reactiv | esBAF inh
CC[C@]12c3[nH]c4ccc(Cl)cc4c3CCN1C(=O)[C@@H](CC(=O)NCCc1ccccn1)C[C@@H]2C(=O)N1CCN(C(=O)c2ccco2)CC1 | 3 | · | -1 | -3 | 1 | 0 | -0.1 | -1
CCCCCCCCN1C(=O)[C@H](CC(=O)NCC23CC4CC(CC(C4)C2)C3)C[C@@]2(C(=O)OCC)CCC=C12 | -2 | 1.9 | · | · | -4 | -10 | 0.0 | ·
COc1ccc(-c2ccc([C@@H]3[C@H](C#N)N(C(=O)C4CCC4)[C@H]3CO)cc2)cc1 | 2 | 0.1 | -1 | -14 | 2 | 3 | -0.1 | 3
CCNC(=O)N(C)C[C@H]1N[C@@](Cc2ccccc2)(C(=O)OC)[C@H]2C(=O)N(C)C(=O)[C@@H]12 | 5 | -0.1 | 1 | -7 | 4 | -7 | -0.1 | -1
COc1ccccc1CCn1cnc2c3cc(C)ccc3n(C)c2c1=O | · | 0.2 | · | 7 | 11 | · | · | 21
COc1ccc(NC(=O)CSc2sc3c(O)cc(=O)[nH]c3c2C#N)c(OC)c1 | -1 | 0.1 | 3 | -5 | -6 | -11 | 0.0 | -1
CC(CCc1ccccc1)NC(=O)COc1cc(F)ccc1[N+](=O)[O-] (centres undefined) | 2 | · | 3 | -3 | 0 | -8 | 0.6 | -10
C[C@H](CO)N1C[C@H](C)[C@@H](CN(C)Cc2ccc(F)cc2)Oc2ncc(C3=CCCC3)cc2C1=O | 8 | 0.1 | -3 | -10 | -79 | 16 | -0.1 | 3

(next part)
smiles | ERp5 inh | E-sel inducer | ERAP1 HTS inh | RAD54 branch | S100A4 MyoIIA | RAD52 inh | XiGFP reactiv | esBAF inh
O=C(NCc1ccc(F)cc1)[C@H]1C[C@H]2C(=O)N3CCC[C@H]3C(=O)N2[C@H]1c1cccc(OCCO)c1 | 1 | · | 2 | 1 | -4 | 0 | · | ·
CC(c1ccccc1C(=O)O)c1cc(F)cc2ccccc12 (centres undefined) | -3 | 0.8 | 1 | 5 | -10 | 9 | 0.2 | -6
C[C@H](CO)N1C[C@H](C)[C@H](CN(C)C(=O)C2CC2)Oc2cc(C#CC3CCCC3)ccc2S1(=O)=O | 0 | -0.4 | 2 | -4 | -96 | 16 | -0.2 | 5
O=c1/c(=C/c2ccccc2)sc2nnc(-c3cccs3)n12 | 1 | · | · | 2 | -4 | -6 | -0.1 | ·
CCC(C)[C@H](NC(=O)OC(C)(C)C)C(=O)NCC1CCC(C(=O)N[C@@H](Cc2ccccc2)C(=O)O)CC1 (some centres undefined) | 1 | -0.1 | -4 | 2 | -1 | 0 | 0.0 | -2
Cc1noc(C)c1NC(=O)N(C)C[C@@H]1Oc2c(NC(=O)c3cnccn3)cccc2C(=O)N([C@@H](C)CO)C[C@H]1C | 5 | -0.1 | 0 | -1 | -11 | -6 | 0.7 | 2
CCCN(CC(=O)Nc1ccccc1OC)C(=O)c1ccc(=O)[nH]c1 | 2 | · | -1 | -16 | 0 | -9 | 0.0 | 0
COC(=O)C[C@H]1N(S(=O)(=O)c2ccc(C)cc2)C(C(C)C)CC1(C(=O)OC)C(=O)OC (some centres undefined) | 2 | 0.2 | · | · | -1 | 2 | 0.0 | ·
COc1ccc(C(=O)NC2CCN(C(=S)Nc3cc(C)cc(C)c3)CC2)cc1 | 2 | · | -5 | · | -4 | -12 | 0.5 | ·
